ERp5 block – blocks human ERp5 reductase activity on insulin | Q15084 | actives 0.05% (n = 350,000) | inhibition, % at 9.99 µM | AID 651711 | ERp5 insulin aggregation, absorbance 650 nm, 90 min;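 active means mean replicate inhibition above about 25%, with every replicate also reaching it, limit read from the data, passing the limit was not always enough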
Target sequence (Q15084 whole entry, looked up): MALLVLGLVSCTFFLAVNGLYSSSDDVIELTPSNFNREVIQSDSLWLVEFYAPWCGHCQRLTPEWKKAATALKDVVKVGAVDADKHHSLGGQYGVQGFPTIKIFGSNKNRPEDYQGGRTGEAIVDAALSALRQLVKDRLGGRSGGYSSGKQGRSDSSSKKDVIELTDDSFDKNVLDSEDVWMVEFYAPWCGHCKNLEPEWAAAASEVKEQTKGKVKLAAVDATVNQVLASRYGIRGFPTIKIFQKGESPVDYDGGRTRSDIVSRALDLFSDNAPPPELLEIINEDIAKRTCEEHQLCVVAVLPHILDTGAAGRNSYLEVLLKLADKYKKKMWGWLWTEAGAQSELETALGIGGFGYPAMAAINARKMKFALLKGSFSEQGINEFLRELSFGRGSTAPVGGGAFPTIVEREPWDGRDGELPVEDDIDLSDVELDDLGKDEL
ERAP1 inh – ERAP1 (human) enzyme inhibition; AID 652197; Q9NZ08; recombinant ERAP1, Leu-AMC fluorescence, 60 min; inhibition, % at 10.7 µM; actives 0.15% (n = 340,000);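 active means mean replicate inhibition of at least 30%, or all replicates individually reaching that 30% level; inactive means mean below 30% and not every replicate reaching it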;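 further: 0% = neutral control wells and 100% = L-leucinethiol positive control wells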
E-selectin induc – induces E-selectin expression in human endothelial cells; AID 686992; actives 0.37% (n = 260,000); HUVEC E-selectin immunofluorescence imaging; normalized: neutral wells 0, TNF-alpha wells 100; activation, % at 7.58 µM;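 active means mean E-selectin-positive cell signal at least 10% of the positive control, reached in at least 60% of replicates, without over 20% cell loss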;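 further: in these data hits start at about 27%; measured in HUVEC primary endothelial cells; signal is the percent of cells scored E-selectin positive by PE staining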
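Test system: HUVEC | Signal: Immunofluorescence imaging | Read-out: Percent E-selectin-positive cells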
S100A4 MyoIIA – blocks human S100A4 binding to myosin IIA peptide; P26447; S100A4/TAMRA-MyoIIA peptide fluorescence polarization; inhibition, % at 10.7 µM; actives 0.14% (n = 360,000); AID 652163;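 active means mean inhibition of at least 70% across replicates, with every replicate also reaching that level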
Target sequence (P26447 whole entry, looked up): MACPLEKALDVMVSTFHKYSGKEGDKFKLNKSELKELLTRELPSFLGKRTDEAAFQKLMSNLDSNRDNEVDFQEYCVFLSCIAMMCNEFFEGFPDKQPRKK
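Assay system: human S100A4 monomer with TAMRA-labelled myosin IIA peptide / Buffer or medium: Calcium-containing HEPES buffer, pH 7.2 / Reagent: TAMRA-labelled myosin IIA heavy-chain peptide probe, 5 nM / Compound: one dose per compound / Timing: polarization read 5 min after assay mix addition, stable 5–60 min / Benchmarks: neutral control DMSO, positive control TFP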
Xi reactivation – activators of X-chromosome reactivation in mouse fibroblasts; activation, % at 7.58 µM; XiGFP mouse fibroblasts, % GFP-positive cells imaging, 3 d; cells co-treated with 5-aza-dC sensitizer; scaled so ellipticine positive control = 100%; actives 0.055% (n = 360,000);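 active means mean normalized replicate activation at least 10% and every replicate at or above 10%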;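 further: 0% = median of on-plate neutral control wells and 100% = ellipticine 6 µM median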
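Material: XiGFP fibroblasts, SV40-immortalized; Buffer or medium: DMEM containing 5-aza-dC; Compound dosing: single point; Times: 3 days compound exposure.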
RAD52 anneal inh – blocks human RAD52 DNA annealing | P43351 | recombinant RAD52 DNA annealing, FRET fluorescence | inhibition, % at 18.7 µM | actives 0.46% (n = 360,000);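 active means every replicate showing at least 50% inhibition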
Target sequence (P43351 whole entry, looked up): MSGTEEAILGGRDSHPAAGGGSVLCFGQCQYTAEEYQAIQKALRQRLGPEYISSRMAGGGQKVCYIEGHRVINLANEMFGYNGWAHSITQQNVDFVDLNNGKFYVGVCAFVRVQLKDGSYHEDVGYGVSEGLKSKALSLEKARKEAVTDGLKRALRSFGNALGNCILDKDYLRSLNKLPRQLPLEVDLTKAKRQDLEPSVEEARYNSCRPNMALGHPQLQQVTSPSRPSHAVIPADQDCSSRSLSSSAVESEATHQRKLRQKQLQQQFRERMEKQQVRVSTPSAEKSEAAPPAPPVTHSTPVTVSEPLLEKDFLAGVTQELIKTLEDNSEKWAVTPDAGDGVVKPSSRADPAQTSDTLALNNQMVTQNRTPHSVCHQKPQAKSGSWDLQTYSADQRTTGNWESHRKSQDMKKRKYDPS
RAD54 branch – RAD54 (human) branch migration inhibition; RAD54 Holliday junction branch migration, FAM/BHQ fluorescence; inhibition, % at 10.4 µM; actives 0.14% (n = 360,000); AID 602329;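 active means mean normalized replicate activity at least 40 and at least half of replicates scoring 40 or more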;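 further: 0% = median of neutral control wells and 100% = median of positive control wells; inhibitors cause a drop in the FAM fluorescence signal; in these data hits start at about 50%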
esBAF inh – SWI/SNF esBAF complex inhibition. AID 602393. actives 2% (n = 350,000). reporter increase, % at 12.5 µM. mouse ES cells, Bmi1-luciferase knock-in reporter, 24 h; 100% = twice the neutral-well signal; in the data active means activation above about 40%;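 further: 0% = median of the plate's neutral control wells and 100% = double that signal; a rise in the Bmi1 reporter signal indicates esBAF inhibition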
The depositor's hits bear a star; x = no result given; & = joins results of further samples.

compound	ERp5 block	ERAP1 inh	E-selectin induc	S100A4 MyoIIA	Xi reactivation	RAD52 anneal inh	RAD54 branch	esBAF inh
COc1cccc(S(=O)(=O)N(C)C[C@H]2OCc3ccccc3-c3c(n(C)c4ccccc34)C(=O)N([C@H](C)CO)C[C@H]2C)c1	0	-2	-0.2	1	0.1	-3	-1	13
CCOc1ccc(NC(=O)CCC(=O)NNC(=O)c2ccc(Br)o2)cc1	1	3	0.5	2	0.5	-16	11	-3
O=C(c1cccc(F)c1)N1C[C@@H]2[C@H](c3ccccc31)[C@H](CO)N2C(=O)Cc1ccccc1	-2	2	-0.2	4	0.0	5	-9	-5
COc1ccc(-c2cnc3ncnn3c2N)cc1	4	-1	x	1	0.0	0	x	0
CCOC(=O)c1cccc(NC(=O)c2c(NCc3ccccc3)[nH]c(=O)[nH]c2=O)c1	x	x	1.6	x	0.1	x	-9	10
CCCOC(=O)c1ccc(NC(=O)Oc2ccccc2)cc1	3	-1	x	-3	x	-24	x	x
C[C@H]1CN([C@@H](C)CO)C(=O)c2cccc(NS(=O)(=O)c3cn(C)cn3)c2O[C@@H]1CN(C)C(=O)Nc1ccc2c(c1)OCO2	-1	-2	25	-2	0.1	6	16	6
Cc1cccc(S(=O)(=O)N(C)C[C@H]2OCc3ccccc3-c3c(n(C)c4ccccc34)C(=O)N([C@@H](C)CO)C[C@H]2C)c1	7	1	-0.5	1	0.0	14	3	4
COc1ccc(C(=O)/C=C/C(=O)N(CC(=O)NC2CCCCC2)Cc2ccccc2)c(O)c1	4	x	3.2	-5	0.0	-14	x	x
COc1cc(Nc2cc(C)nc3nc(C)nn23)cc(OC)c1OC	1	0	0.0	0	0.5	-1	-4	-8
CN(C)c1ccc(C=C2C(=O)OC(C)(C)OC2=O)cc1	6	-3	x	-128	0.0	-28	x	-4
O=C(C[C@H]1CC[C@H]2[C@@H](COC[C@H](O)CN2C(=O)c2cnccn2)O1)N1CCN(c2ccccc2)CC1	-2	-1	0.0	-10	0.2	-32	0	-1
CC1CCCCN1CCNC(=O)CN1C(=O)CSc2ccc(S(=O)(=O)N3CCCCC3)cc21 (configuration not stated)	3	0	x	-1	0.0	-6	7	-2
O=S(=O)(Cc1ccccc1)NCC1CCCN(Cc2cccc3nonc23)C1 (configuration not stated)	-7	0	x	-9	0.0	-1	x	x
COc1ccccc1C(=O)N1C[C@@H]2[C@H](c3ccccc31)[C@H](CO)N2C(=O)C1CC1	-1	0	-0.1	3	0.1	-14	13	-5
O=C(O)/C=C\C(=O)Nc1ccc(OC(F)F)cc1	3	2	x	-9	-0.4	-3	x	x
Cc1noc(C)c1S(=O)(=O)Nc1ccc2c(c1)C(=O)N([C@H](C)CO)C[C@@H](C)[C@H](CN(C)Cc1ccc(C(F)(F)F)cc1)O2	4	-4	0.4	11	0.4	-5	-3	-4
OCCC1CN(Cc2cccc(O)c2)CCN1CCc1ccccc1 (configuration not stated)	2	-2	x	-2	0.0	-9	x	x
CC(=O)C1=C(O)C(=O)N(CCC(=O)O)C1c1ccc(Cl)cc1Cl (configuration not stated)	-6	6	x	3	x	-6	2	-5
CNC[C@@H]1Oc2cc(-c3ccncc3)ccc2S(=O)(=O)N([C@H](C)CO)C[C@H]1C	1	-1	1.3	1	-0.8	-12	-1	-3
Cc1noc(C)c1S(=O)(=O)Nc1ccc2c(c1)C(=O)N([C@H](C)CO)C[C@H](C)[C@H](CN(C)S(=O)(=O)c1ccc(Cl)cc1)OCCCC[C@@H](C)O2	-5&1	1	-0.3	-28&-3	-0.1&0.2	-11&-69	0&3	-4&9
O=C(NCCN1CCNC1=O)c1ccc2sc([C@@H]3O[C@H](CO)[C@H](O)[C@H](O)[C@H]3O)nc2c1	-4	0	x	-4	-0.2	-12	-5	3
Cc1nc2sc(C(c3cccs3)N3CC(C)CC(C)C3)c(O)n2n1 (configuration not stated)	-1	26	0.3	-4	-0.1	10	-11	-8
COc1ccc(CC(=O)Nc2cc(S(C)(=O)=O)ccc2Cl)cc1S(=O)(=O)N1CCOCC1	5	0	-0.1	-2	-0.1	2	-5	-8
CSc1ccccc1NC(=O)COC(=O)CCc1ccccc1	6	-2	0.0	-2	0.3	-4	0	-8
O=C(C[C@H]1C=C[C@H](NC(=O)Nc2cccc(F)c2)[C@@H](CO)O1)NCC1CCCCC1	1	3	0.1	-1	0.7	2	2	-1
CC(=O)N(C)C[C@@H]1Oc2cc(-c3ccccc3C)ccc2S(=O)(=O)N([C@@H](C)CO)C[C@H]1C	-13	-3	0.3	7	0.0	15	-1	7
O=C(NCc1cccc(Cl)c1)c1ccc(S(=O)(=O)N2CCCCC2)cc1	6	-6	-0.2	-3	0.1	3	-1	1
COc1ccc(S(=O)(=O)N/N=C\c2ccc([N+](=O)[O-])o2)c(OC)c1	0	6	-0.1	1	0.0	-20	-6	x
CC(Sc1nnc2ccccn12)C(=O)NCc1ccc2c(c1)OCO2 (configuration not stated)	9	6	0.0	22	-0.1	-1	x	x
CN1C(=O)c2cc(NC(=O)Nc3ccccc3F)ccc2OC[C@H]2O[C@@H](CC(=O)NCCc3ccncc3)CC[C@H]21	-2	x	-0.1	-1	0.0	14	-4	2
CC(CN(C)C)CN1c2ccccc2CCc2ccccc21 (configuration not stated)	0	-2	-0.1	-2	-0.1	12	7	1
Cc1ccc(C(=O)NC(=S)Nc2ccc(N3CCOCC3)cc2)c(C)c1	2	-3	x	-7	0.0	-9	-5	-2
COc1ccccc1CNC(=O)COC(=O)C1CCN(S(=O)(=O)c2ccccc2)CC1	-1	2	x	0	-0.1	-5	x	4
COc1ccc(CC(=O)N2CCN(c3cccc(C)c3C)CC2)cc1	2	0	-0.5	-7	0.0	-30	2	11
CCOc1ccc(N(CC(=O)Nc2ccccc2OC)S(=O)(=O)c2ccccc2)cc1	-5	-1	x	-14	0.8	-6	-1	-7
Cc1ccc(S(=O)(=O)N2C[C@H]3[C@H]4C(=O)N(c5ccccc5)C(=O)[C@H]4C[C@H](OC(=O)Nc4cccs4)[C@@]3(O)C2)cc1	3	-11	0.8	10	0.4	3	-3	-5
CO[C@@H]1CN(C)C(=O)c2ccc(NC(=O)c3ccc(-c4ccccc4)cc3)cc2OC[C@H](C)NC[C@@H]1C	2	x	0.3	-4	-0.1	44	22	-5
CCN(CC)CCNC(=O)c1ccc(NC(=O)Cc2cccc3ccccc23)cc1	0	-7	0.2	-5	0.0	11	-2	1
COc1ccc(-c2ccc3c(c2)[C@@H]2[C@@H](CCN2C(=O)CN2CCOCC2)[C@H](CO)N3)cc1	-4	0	5.1	11	0.1	9	1	5
CCc1ccc(-n2nnnc2SCC(=O)Nc2ccc(NC(C)=O)cc2)cc1	3	-4	x	-4	0.1	-14	1	-12
COc1ccccc1N1CCN(C2CCCN(C(=O)c3ccoc3)C2)CC1 (configuration not stated)	4	-2	-0.1	4	0.0	-11	-4	-5
COc1cc(C(=O)NNC(=O)c2cc(=O)[nH]c3ccccc23)cc(OC)c1OC	-2	0	0.3	9	0.0	0	x	x
CC(=O)c1ccc(N2CCN(C(=O)Nc3ccc(C(C)C)cc3)CC2)cc1	4	1	x	-6	0.0	-26	x	x
COc1cccc(Nc2ncc(C#N)c(N)n2)c1	1	x	x	-3	0.1	-9	-1	x
CC(=O)c1cc2c(cc1NC(=O)C1CCC1)OCO2	-5	28	x	4	0.0	-4	x	x
CN(CCC#N)C(=O)c1cc2c(Cl)nc3ccccc3c2s1	3	-2	17	3	0.3	-11	4	-1
O=C(O)CC/C(=N/NC(=O)CNC(=O)Cc1ccc(Cl)cc1)c1ccccc1	2	x	-0.5	8	0.1	-8	x	x
COc1ccc(C2=NN(C(=O)c3ccccc3)C(c3ccccc3)C2)c(O)c1 (configuration not stated)	-4	1	0.3	-1	0.0	-1	3	2
O=C(c1ccoc1)N1CCC2(CC1)Oc1ccc(F)cc1C(=O)C21CC(c2ccc(Cl)cc2)=NO1 (configuration not stated)	-3	1	0.0	-3	0.0	-11	4	-7

Some of these compounds in order of molar mass, smallest number first.
compound	ERp5 block	ERAP1 inh	E-selectin induc	S100A4 MyoIIA	Xi reactivation	RAD52 anneal inh	RAD54 branch	esBAF inh
CC(=O)c1cc2c(cc1NC(=O)C1CCC1)OCO2	-5	28	x	4	0.0	-4	x	x
COc1ccc(C2=NN(C(=O)c3ccccc3)C(c3ccccc3)C2)c(O)c1 (configuration not stated)	-4	1	0.3	-1	0.0	-1	3	2
O=C(O)CC/C(=N/NC(=O)CNC(=O)Cc1ccc(Cl)cc1)c1ccccc1	2	x	-0.5	8	0.1	-8	x	x

Some entries already given, reduced to ERAP1 inh and Xi reactivation.
Molecule	ERAP1 inh	Xi reactivation
O=C(O)CC/C(=N/NC(=O)CNC(=O)Cc1ccc(Cl)cc1)c1ccccc1	x	0.1
O=C(C[C@H]1C=C[C@H](NC(=O)Nc2cccc(F)c2)[C@@H](CO)O1)NCC1CCCCC1	3	0.7

Continued:
compound	ERp5 block	ERAP1 inh	E-selectin induc	S100A4 MyoIIA	Xi reactivation	RAD52 anneal inh	RAD54 branch	esBAF inh
Cc1ccnc(NC(=O)COc2ccccc2[N+](=O)[O-])c1	-1	-1	x	-6	0.0	-11	x	x
CCOc1ccccc1C1C(C#N)=C(N)Oc2n[nH]c(CC)c21 (configuration not stated)	-1	2	x	3	x	1	2	-4
CC(=O)Oc1ccc(/C=C(\NC(=O)c2ccco2)C(=O)NCc2ccco2)cc1	0	-2	x	2	0.1	7	1	-13
CCOC(=O)C1(CCOC)CCN(Cc2nc(-c3cccs3)oc2C)CC1	5	-1	x	-1	0.1	-5	-2	12
CNC[C@H]1OCCCC[C@H](C)Oc2ccc(N)cc2C(=O)N([C@@H](C)CO)C[C@@H]1C	-3	2	-0.3	11	-0.2	-142	-7	0
O=C(COC(=O)c1ccco1)NCCc1ccc(Cl)cc1	-2	-3	-0.7	1	0.2	-21	-14	0
CN1CCN(C(=O)c2ccc3c(c2)N(Cc2ccc(Cl)cc2)C(=O)c2ccccc2S3=O)CC1 (configuration not stated)	0	-2	0.8	-1	0.1	1	6	-3
CCn1cc(C(C)NC(=O)Nc2ccc3c(c2)OCO3)c(C)n1 (configuration not stated)	2	1	3.0	-2	0.0	-7	6	x
CC(=O)c1ccc(N2CCN(c3ccccc3O)CC2)c([N+](=O)[O-])c1	2	1	x	-3	0.1	-5	-7	-3
COc1ccc(S(=O)(=O)Nc2ccc3c(c2)C(=O)N([C@H](C)CO)C[C@H](C)[C@H](CN(C)CC2CCCCC2)OCCCC[C@@H](C)O3)cc1	x	x	-0.1	x	0.3	x	-9	1
COc1cc2c(cc1OC)C(c1cccc(Br)c1)CC(=O)N2 (configuration not stated)	0	0	x	6	0.0	3	-8	0
COc1ccc(NC(=O)CN2C(=O)N(C)Cc3ccccc32)c(C)c1	-2	5	x	-6	0.0	-19	x	x
Cc1ccc(S(=O)(=O)Nc2ccc3c(c2)C(=O)N([C@H](C)CO)C[C@H](C)[C@H](CN(C)C(=O)CCCN(C)C)OCCCC[C@H](C)O3)cc1	2	-1	x	-8	0.0	24	4	2

Bioassay records: PubChem BioAssay, Broad Institute
